Bioassay records: PubChem BioAssay, Broad Institute
CAL PDZ FP-1: blocks peptide binding to human CAL PDZ domain; Q9HD26; actives 0.02% (n = 330,000); AID 504414; inhibition, % at 20 µM; purified CAL PDZ, TMR-peptide fluorescence polarization, 1 h;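 active = highest replicate inhibition of at least 40%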;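 also: plate controls were DMSO neutral control wells for no effect and unlabeled competitor peptide control wells for full effect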
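material = purified tagged CAL PDZ domain construct (CerCALP) | compound dosing = 20 µM, one dose | times = 1 h at RT | measured by = fluorescence polarization from S- and P-plane intensities, G-factor corrected | read-out = inhibition from polarization loss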
CAL PDZ FP-2: blocks peptide binding to the human CAL PDZ domain. Q9HD26. purified CAL PDZ, TMR-peptide fluorescence polarization, 1 h. inhibition, % at 24.9 µM. actives 0.92% (n = 300,000). AID 602252;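 active = mean inhibition of at least 30% with at least half of replicates also reaching 30%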;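 also: 0% = DMSO neutral control and 100% = excess unlabeled competitor peptide PRC23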
SR-BI HDL uptake: inhibitors of mouse SR-BI mediated HDL lipid uptake. Q61009. ldlA[mSR-BI] CHO cells, DiI-HDL uptake fluorescence, 3 h. inhibition, % at 12.5 µM. actives 0.96% (n = 320,000). AID 488896;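 active = mean replicate inhibition of at least 70% and a set share of replicates each scoring 70 or more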;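 also: 0% = median of neutral control wells and 100% = median of positive control wells; values of inactives mirror those of a sister screen read the other way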
dFosB act: activators of mouse delta FosB homodimer; P13346; purified delta FosB, TAMRA-CDK5 oligo fluorescence polarization; percent of positive-control signal above neutral wells; activation, % at 25 µM; actives 0.99% (n = 340,000); AID 493131;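 active = mean activation above about 17%, with every replicate also reaching it, limit read from the data, passing the limit was not always enough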;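 also: fluorescence polarization rise as delta FosB binds a TAMRA Cdk5 AP-1 oligo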
SR-BI DiI-HDL act: activators of SR-BI mediated HDL lipid uptake; CHO ldlA[mSR-BI] cells, DiI-HDL uptake fluorescence, 3 h; 100 = double the neutral-control signal; activation, % at 12.5 µM; actives 0.096% (n = 320,000);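 active = mean replicate activation of at least 60% and every replicate at or above 60%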;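 also: 0% = median plate neutral-control signal and 100% = twice that signal; values of inactives mirror those of a sister screen read the other way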
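Material: SR-BI-overexpressing, LDLR-lacking CHO cells; schedule: compound exposure 3 h, 37 °C; reagent: DiI-labelled HDL at 10 µg/mL final; technique: bottom-read fluorescence, 550/595 nm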
PfHsp90 set2: inhibits growth of yeast expressing Plasmodium falciparum Hsp90; AID 504621; S. cerevisiae expressing PfHsp90, BacTiter-Glo ATP, 48 h; yeast lacking PDR1 and PDR3 efflux regulators; actives 0.32% (n = 310,000); inhibition, % at 9.4 µM;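 active = every replicate shows inhibition above about 80%, whatever the replicate mean, limit read from the data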;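 also: 0% = DMSO neutral controls and 100% = 20 µM radicicol positive controls; yeast relying on Plasmodium falciparum Hsp90 in place of its own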
NSD2 HMT inh: NSD2 (human) methyltransferase inhibition | O96028 | NSD2 peptide methylation, AlphaScreen, 120 min | inhibition, % at 12.5 µM | actives 0.54% (n = 310,000) | AID 743445; in the data active = inhibition above about 50%
Target sequence (O96028 whole entry, looked up): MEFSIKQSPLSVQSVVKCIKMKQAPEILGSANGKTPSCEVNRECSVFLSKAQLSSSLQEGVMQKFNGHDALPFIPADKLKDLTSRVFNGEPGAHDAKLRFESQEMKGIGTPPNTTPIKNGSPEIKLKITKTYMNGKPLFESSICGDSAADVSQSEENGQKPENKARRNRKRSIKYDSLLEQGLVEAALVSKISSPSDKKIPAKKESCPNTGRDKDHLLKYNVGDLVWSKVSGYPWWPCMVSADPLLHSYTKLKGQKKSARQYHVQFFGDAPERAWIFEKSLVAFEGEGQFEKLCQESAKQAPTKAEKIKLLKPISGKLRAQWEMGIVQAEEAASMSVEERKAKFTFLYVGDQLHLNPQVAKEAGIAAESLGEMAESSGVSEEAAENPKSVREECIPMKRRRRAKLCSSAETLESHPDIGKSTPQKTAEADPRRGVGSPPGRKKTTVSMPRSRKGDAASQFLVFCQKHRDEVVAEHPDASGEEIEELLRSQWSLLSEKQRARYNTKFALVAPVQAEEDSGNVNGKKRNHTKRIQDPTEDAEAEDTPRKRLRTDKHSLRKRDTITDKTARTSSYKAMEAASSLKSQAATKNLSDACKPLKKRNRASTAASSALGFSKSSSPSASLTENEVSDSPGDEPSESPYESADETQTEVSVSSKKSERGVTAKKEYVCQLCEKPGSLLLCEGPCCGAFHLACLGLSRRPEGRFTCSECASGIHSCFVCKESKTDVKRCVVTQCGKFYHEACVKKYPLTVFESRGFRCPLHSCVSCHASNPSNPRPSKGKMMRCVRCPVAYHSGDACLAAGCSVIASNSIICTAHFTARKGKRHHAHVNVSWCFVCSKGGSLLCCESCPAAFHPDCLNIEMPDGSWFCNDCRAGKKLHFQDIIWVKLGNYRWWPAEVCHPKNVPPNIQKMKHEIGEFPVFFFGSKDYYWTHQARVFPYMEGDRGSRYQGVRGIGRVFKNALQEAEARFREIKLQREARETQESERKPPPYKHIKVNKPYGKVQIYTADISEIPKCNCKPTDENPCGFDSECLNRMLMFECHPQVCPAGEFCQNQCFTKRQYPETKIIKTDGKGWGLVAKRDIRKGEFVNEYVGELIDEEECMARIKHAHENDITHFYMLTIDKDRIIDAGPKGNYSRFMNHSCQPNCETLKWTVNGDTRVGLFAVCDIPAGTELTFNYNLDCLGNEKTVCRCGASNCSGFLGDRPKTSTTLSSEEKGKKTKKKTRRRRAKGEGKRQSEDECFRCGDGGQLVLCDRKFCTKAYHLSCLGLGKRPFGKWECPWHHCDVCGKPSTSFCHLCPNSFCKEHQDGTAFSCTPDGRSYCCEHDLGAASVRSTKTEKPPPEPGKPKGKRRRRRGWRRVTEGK
MITF TRPM1 HTS: activators of MITF-driven TRPM1 promoter activity in SK-MEL-5 cells; AID 588334; actives 0.75% (n = 300,000); activation, % at 12.5 µM; SK-MEL-5 TRPM1-promoter luciferase, 24 h; % of positive control, neutral wells = 0;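 active = mean activation of at least 80% with every replicate also reaching 80%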;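 also: 0% = neutral control wells and 100% = parthenolide positive control wells; values of inactives mirror those of a sister screen read the other way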
PvdQ inh: blocks Pseudomonas aeruginosa PvdQ acylase activity; purified PvdQ acylase, fluorescence plate reader; inhibition, % at 10 µM; actives 0.063% (n = 340,000); AID 488965; in the data active = inhibition above about 30%, passing the limit was not always enough;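 also: 0% = vehicle neutral wells and 100% = reference inhibitor wells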
Rtt109 Vps75: inhibitors of Candida albicans Rtt109/Vps75 histone acetyltransferase; purified Rtt109/Vps75, ThioGlo CoA-SH fluorescence, 4 h; Q5AAJ8; actives 0.16% (n = 330,000); AID 540336; inhibition, % at 34.9 µM;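 active = inhibition of at least 50% in every replicate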
* = called active by the depositor; nt = not tested or not shown.

The opening two entries (preview)
SMILES	CAL PDZ FP-1	CAL PDZ FP-2	SR-BI HDL uptake	dFosB act	SR-BI DiI-HDL act	PfHsp90 set2	NSD2 HMT inh	MITF TRPM1 HTS	PvdQ inh	Rtt109 Vps75
Cc1cccc(NC(=O)/C(=C/c2cccc([N+](=O)[O-])c2)NC(=O)c2cccs2)c1	-0.8	-2	32	6	-32	11	0	13	-9	0
COc1ccc(CN(C)C(=O)COc2cccc(-n3cnnn3)c2)cc1OC	-0.3	1	-5	-2	5	0	-1	nt	-4	5

The whole of this part, previewed entries included:
SMILES	CAL PDZ FP-1	CAL PDZ FP-2	SR-BI HDL uptake	dFosB act	SR-BI DiI-HDL act	PfHsp90 set2	NSD2 HMT inh	MITF TRPM1 HTS	PvdQ inh	Rtt109 Vps75
Cc1cccc(NC(=O)/C(=C/c2cccc([N+](=O)[O-])c2)NC(=O)c2cccs2)c1	-0.8	-2	32	6	-32	11	0	13	-9	0
COc1ccc(CN(C)C(=O)COc2cccc(-n3cnnn3)c2)cc1OC	-0.3	1	-5	-2	5	0	-1	nt	-4	5
Clc1ccc2nc3c4ccccc4cnn3c2c1	-5.7	-7	-10	-47	10	-22	-3	27	33*	-2
Cc1cc(=O)[nH]c(SCC(=O)NC2CCCCCC2)n1	0.3	-5	-11	6	11	-1	0	-1	-4	3
N#CCCN(C1CCCCC1)S(=O)(=O)CCOc1ccccc1	-2.7	-6	8	-12	-8	7	-5	0	-9	7
COc1cc(C(=O)OC(C)C(=O)NCC2CCCCC2)cc(NC(=O)c2ccco2)c1OC (configuration not stated)	nt	-1	19	-1	-19	-50	-4	-16	-11	-5
Cc1cc(C(=O)COC(=O)c2ccc(O)cc2O)c(C)n1-c1ccccc1	-0.8	-3	15	-4	-15	-1	2	57	-15	17
CCCCn1c(N)c(N(C)C(=O)c2cc3c(s2)CCCCC3)c(=O)[nH]c1=O	-0.7	-4	-4	-1	4	-5	nt	-4	-9	0
c1ccc2[nH]c(CSc3nc4ccccc4s3)nc2c1	-1.4	-5	16	3	-16	-6	-2	19	5	-6
CCC(O)c1cc2c(cc1NC(=O)c1ccc(C)cc1)OCCO2 (configuration not stated)	-0.1	-2	12	4	-12	22	-1	-2	4	-5
CCOc1ccc(-c2nnn(CC(=O)NCc3ccco3)n2)cc1OCC	nt	2	5	5	-5	-10	0	2	-12	-4
O=C(CSc1cccc2cccnc12)Nc1cc(C(=O)O)cc(C(=O)O)c1	0.1	-1	-21	-3	21	-11	6	-4	6	15
COc1cc(OC)nc(Oc2cccc(C(F)(F)F)c2)n1	-1.2	-4	-3	8	3	6	0	2	0	-4
CCOc1ccc(-c2nnc3ccc(SCC(=O)N4CCCCC4)nn23)cc1	-0.4	nt	-18	-7	18	-1	nt	-15	-6	6
C#CCOc1ccc(C2C(C#N)=C(N)Oc3cc(O)ccc32)cc1 (configuration not stated)	-4.8	nt	14	-14	-14	-12	-3	-8	-12	-7
CC1CC(C)CN(C(=O)Cn2ncc3c([nH]c4ccccc43)c2=O)C1 (configuration not stated)	-1.9	-3	-16	1	16	-13	31	-15	-16	-5
O=C(O)CCCC(=O)Nc1cccc([N+](=O)[O-])c1	-3.3	-3	-17	-3	17	-13	-5	4	-15	-3
CC(=O)Nc1ccc(S(=O)(=O)NCc2csc(C)n2)cc1	-2.4	-9	-10	-4	10	nt	-1	-6	1	-2
Cc1ccc(-c2c(NCCc3ccccc3)c(=O)c2=O)cc1	-1.8	3	7	5	-7	4	-1	-13	4	5
CSc1nc(C)cc(OCC(=O)n2nc(C)cc2C)n1	-3.0	nt	-14	-2	14	nt	0	-1	-5	0
CC(C)CC(=O)/C=C/n1c(=S)oc2ccccc21	0.4	-6	-18	1	18	23	-1	-75	-4	-7
CCN(C(=O)CSc1nc2ccccc2n1C)C1CCS(=O)(=O)C1 (configuration not stated)	0.4	nt	-9	-1	9	31	2	-1	-9	1
O=C(CC1CCCCC1)NCc1ccc(Cl)cc1	-0.9	-4	6	4	-6	-15	-4	nt	-5	-2
Cc1ccccc1N(C(=O)Cc1cccs1)C(C(=O)NC1CCCCC1)c1cn(C)nc1C (configuration not stated)	-1.5	13	nt	-8	nt	-5	-2	-6	-7	4
CCOC(=O)c1c2ccccc2[n+]([O-])n1[C@@H](C)C(N)=O	0.7	-2	-16	2	16	1	nt	2	0	8
COc1ccc(/C=C2\SC(=S)N(CC(=O)NNC(=O)c3ccncc3)C2=O)cc1	-0.6	3	41	8	-41	-12	nt	12	-16	-1
CCOc1ccc(S(=O)(=O)N2CCN(C(=O)c3ccco3)CC2)cc1	0.1	-4	4	2	-4	-1	-3	nt	0	-2
CCOc1ccc2nc(/N=C/c3nc(-c4ccccc4)oc3O)sc2c1	-2.6	-26	13	-4	-13	34	0	8	5	14
CC(=O)Nc1ccc(NC(=O)CCn2c(=S)oc3ccccc32)cc1	-2.9	2	16	2	-16	-2	-3	9	6	nt
Cc1ccccc1CO/N=C/c1[nH]ncc1Br	-1.0	-9	-22	-2	22	-4	1	nt	-3	-4
Cc1cc(C)c(NC(=O)CSc2nc3ccccc3c(=O)n2CCCN2CCOCC2)c(C)c1	-0.5	0	0	-11	0	-17	1	2	-3	4
Cc1cccc2nc(CSc3nc4ccccc4[nH]3)cn12	-1.9	-7	3	-6	-3	-14	2	40	-5	1
CC(C)[C@H](NC(=O)c1ccccc1)C(=O)NCCc1ccccc1	-0.6	-2	-11	0	11	9	2	-7	2	-1
CCC(=O)N1CCc2cc(Br)cc(S(=O)(=O)N3CCN(C(=O)c4ccco4)CC3)c21	-2.7	0	-6	-8	6	10	13	17	-9	3
Cc1ccc(-c2nsc3c(N4CCC(C(N)=O)CC4)ncnc23)cc1	-0.2	-3	-39	-1	39	-13	1	nt	-16	-6
O=C(NCCOc1ccccc1)c1ncn[nH]1	-2.0	-9	8	-10	-8	26	-6	9	-11	-2
Cc1c(N=Cc2c(O)n(C)c(=O)c3ccccc23)c(=O)n(-c2ccccc2)n1C	0.7	nt	-4	-3	4	nt	nt	1	5	2
CCn1c(C)c(C)c2cc(C(=O)NCCCN3CCCCC3)ccc21	0.5	3	16	1	-16	3	17	1	-13	4
COc1ccc(NC(=O)C2=CC(c3ccco3)=NS(=O)(=O)N2C)cc1OC	0.4	nt	-5	-8	5	-12	nt	3	-12	11
Cc1cc(C)c2c(N)c(C(=O)Nc3ccc([N+](=O)[O-])cc3)sc2n1	-0.6	-3	0	1	0	-12	-5	101*	5	-10
Cc1ccc(CNC(=O)C(Cc2ccccc2)n2cccc2)cc1 (configuration not stated)	-3.4	-2	-1	-8	1	4	2	17	-3	0
CCN1C(=O)/C(=C\c2ccncc2)SC1=S	-1.0	-2	-2	-4	2	36	6	-5	-3	-7
N#CC12CCCCC1CC1CCCCC1(C#N)N2CCO (configuration not stated)	-1.4	6	2	3	-2	6	-11	5	-11	-6
Cc1cc(C)c(NC(=O)c2cccc(NC(=O)c3ccco3)c2)c(C)c1	-1.9	-2	25	-13	-25	2	-3	5	-8	1
Nc1cccc2c1C(=O)N(C(=O)/C=C/c1cccc(Br)c1)C2=O	1.0	-3	-3	-12	3	12	nt	-27	3	-23
Cc1sc(NC(=O)c2ccco2)c(CN2CCN(c3ccc(F)cc3)CC2)c1C	-1.7	-3	66	-4	-66	-50	14	nt	-10	1
COc1cc2c(cc1OC)[C@H](C)N(C(=O)COc1ccccc1)CC2	1.0	-2	nt	3	nt	-17	0	-1	-16	0
C/C=C(/C)C(=O)OC1CC(C)(C)C[C@H]2C3=CC[C@@H]4[C@@]5(C)CCC(O[C@@H]6O[C@@H](C(=O)O)[C@@H](O)C(O[C@@H]7OC[C@H](O)[C@@H](O)[C@@H]7O[C@@H]7OC(CO)C(O)[C@@H](O)[C@@H]7O)C6O[C@@H]6OC(CO)C(O)C(O)C6O)[C@@](C)(CO)[C@@H]5CC[C@]4(C)[C@]3(C)CC(O)[C@@]12CO (some centres not stated)	-2.8	-10	-4	-1	4	-14	nt	-53	-10	4
COc1ccc(C(=O)n2cc(C(C)=O)c3ccccc32)cc1	-0.6	-1	33	-1	-33	0	2	-19	7	11
COc1ccc(C2=C(C=O)Cc3ccccc3O2)cc1	-0.4	-5	36	-13	-36	-12	-1	28	110*	-11
Cn1c(SCCC#N)nnc1-c1ccccc1F	0.0	0	-10	-1	10	-17	-12	9	-7	-2
O=C(NCc1cccnc1)C(=O)c1c[nH]c2ccccc12	-0.4	nt	6	-6	-6	-22	nt	-12	-8	4
O=C(CNC(=O)c1ccc2c(c1)OCO2)N/N=C/c1cc(Br)ccc1O	-0.4	-7	-3	62*	3	-13	5	-17	-12	-6
Cc1c(C(=O)NC2CCCc3ccccc32)cccc1[N+](=O)[O-] (configuration not stated)	-2.7	-7	21	2	-21	-7	-3	1	5	6
COc1ccccc1N1CCN(C2CCCN(C(=O)CCC(C)=O)C2)CC1 (configuration not stated)	-1.2	-4	-1	-3	1	45	0	nt	-13	0
CCCN1C(=O)C(NS(=O)(=O)c2ccc(N)cc2)(C(F)(F)F)C(C(=O)OC)=C1C (configuration not stated)	-1.5	1	nt	-4	nt	-10	1	10	-12	-1
Nc1nnc(SCC(=O)Nc2cccnc2Cl)s1	-2.4	-5	-23	-9	23	nt	1	-4	1	6
Cn1c(=O)c2c(nc(SCC(=O)N3CCCCCC3)n2C)n(C)c1=O	-1.0	-5	-16	-1	16	4	0	5	-14	-2
O=C(NCCc1ccccc1)c1cc2sccc2n1Cc1ccccc1	0.6	-2	9	-9	-9	-15	nt	16	-16	-3
O=C(Nc1ccccc1-c1ccccc1)C1CCC1	nt	-5	-2	-1	2	-57	-5	4	-14	3

One compound at a time, from the list above:
`CC1CC(C)CN(C(=O)Cn2ncc3c([nH]c4ccccc43)c2=O)C1` (configuration not stated) in the list: CAL PDZ FP-1 = -1.9; CAL PDZ FP-2 = -3; SR-BI HDL uptake = -16; dFosB act = 1; SR-BI DiI-HDL act = 16; PfHsp90 set2 = -13; NSD2 HMT inh = 31; MITF TRPM1 HTS = -15; PvdQ inh = -16; Rtt109 Vps75 = -5
`Cc1cc(C)c(NC(=O)c2cccc(NC(=O)c3ccco3)c2)c(C)c1` in the list: CAL PDZ FP-1 = -1.9; CAL PDZ FP-2 = -2; SR-BI HDL uptake = 25; dFosB act = -13; SR-BI DiI-HDL act = -25; PfHsp90 set2 = 2; NSD2 HMT inh = -3; MITF TRPM1 HTS = 5; PvdQ inh = -8; Rtt109 Vps75 = 1

(cont.)
SMILES	CAL PDZ FP-1	CAL PDZ FP-2	SR-BI HDL uptake	dFosB act	SR-BI DiI-HDL act	PfHsp90 set2	NSD2 HMT inh	MITF TRPM1 HTS	PvdQ inh	Rtt109 Vps75
O=C(O)C1C2C=CC(C2)C1C(=O)NCc1cccnc1 (configuration not stated)	0.0	1	nt	1	nt	-13	0	nt	-17	-3
CCc1ccc(C(=O)COC(=O)c2cnccn2)cc1	nt	-2	nt	4	nt	2	-5	-5	-10	8
C=COCCNC(=O)C(=O)NCC(C)C	-2.4	-5	-29	-2	29	-2	nt	-1	3	2
COc1ccc(/C=N/NC(=O)CN(C2=NS(=O)(=O)c3ccccc32)c2ccccc2)cc1	0.0	-4	nt	6	nt	0	-1	-4	1	3
